Assay outcomes deposited in PubChem by several laboratories.
PvdQ inh = P. aeruginosa PvdQ acylase inhibition; purified PvdQ acylase, fluorescence plate reader; inhibition, % at 10 µM; 340,000 tested, 0.063% active; in the data active = inhibition above about 30%, passing the limit was not always enough; inconclusive = no clear call, values can overlap the other calls;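 also: 0% = vehicle neutral wells and 100% = reference inhibitor wells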
V-ATPase pHluor = yeast V-ATPase proton transport regulation by pHLuorin | S. cerevisiae, pHLuorin cytosolic pH fluorescence | response, % at 10 µM | 350,000 tested, 0.37% active | AID 504577; in the data active = response mostly above about 7.3%, no sharp cut-off; inactive = mostly below about 5.4%; also: actives read high; inactives centre near 0; some compounds called inactive have numbers as strong as hits; reference of the scale not given here
HTR5A ag ctr = HTR5A agonism, opioid heterodimer counter-screen; P47898; HTR5A agonist assay, luminescence, cell-based; activation, % at 9.3 µM; 340,000 tested, 0.61% active; in the data active = activation mostly above about 9.5%, no sharp cut-off; inactive = mostly below about 7.6%;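 also: 0% = cells with vehicle only and 100% = reference agonist; strong numbers were not always called active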
Target sequence (P47898 whole entry, looked up): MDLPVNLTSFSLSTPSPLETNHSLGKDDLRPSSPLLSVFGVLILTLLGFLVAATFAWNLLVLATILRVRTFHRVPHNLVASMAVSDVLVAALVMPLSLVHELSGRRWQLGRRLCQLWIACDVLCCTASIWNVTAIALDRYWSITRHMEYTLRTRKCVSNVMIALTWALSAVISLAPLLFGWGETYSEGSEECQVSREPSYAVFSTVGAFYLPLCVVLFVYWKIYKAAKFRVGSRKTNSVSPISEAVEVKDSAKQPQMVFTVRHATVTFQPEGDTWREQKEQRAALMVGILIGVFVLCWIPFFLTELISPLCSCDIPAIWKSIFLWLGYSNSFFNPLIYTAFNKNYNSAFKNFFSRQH
dFosB activator = mouse delta FosB homodimer activation; P13346; purified delta FosB, TAMRA-CDK5 oligo fluorescence polarization; percent of positive-control signal above neutral wells; activation, % at 25 µM; 340,000 tested, 0.99% active; AID 493131;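 active = mean activation above about 17%, with every replicate also reaching it, limit read from the data, passing the limit was not always enough; inconclusive = only one of the two conditions met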;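 also: fluorescence polarization rise as delta FosB binds a TAMRA Cdk5 AP-1 oligo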
SR-BI HDL uptake = mouse SR-BI HDL lipid transfer inhibition; Q61009; ldlA[mSR-BI] CHO cells, DiI-HDL uptake fluorescence, 3 h; inhibition, % at 12.5 µM; 320,000 tested, 0.96% active;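 active = mean replicate inhibition of at least 70% and a set share of replicates each scoring 70 or more; inconclusive = meets just one of the two criteria; inactive = fails both criteria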;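 also: 0% = median of neutral control wells and 100% = median of positive control wells; values of inactives mirror those of a sister screen read the other way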
Target sequence (Q61009 whole entry, looked up): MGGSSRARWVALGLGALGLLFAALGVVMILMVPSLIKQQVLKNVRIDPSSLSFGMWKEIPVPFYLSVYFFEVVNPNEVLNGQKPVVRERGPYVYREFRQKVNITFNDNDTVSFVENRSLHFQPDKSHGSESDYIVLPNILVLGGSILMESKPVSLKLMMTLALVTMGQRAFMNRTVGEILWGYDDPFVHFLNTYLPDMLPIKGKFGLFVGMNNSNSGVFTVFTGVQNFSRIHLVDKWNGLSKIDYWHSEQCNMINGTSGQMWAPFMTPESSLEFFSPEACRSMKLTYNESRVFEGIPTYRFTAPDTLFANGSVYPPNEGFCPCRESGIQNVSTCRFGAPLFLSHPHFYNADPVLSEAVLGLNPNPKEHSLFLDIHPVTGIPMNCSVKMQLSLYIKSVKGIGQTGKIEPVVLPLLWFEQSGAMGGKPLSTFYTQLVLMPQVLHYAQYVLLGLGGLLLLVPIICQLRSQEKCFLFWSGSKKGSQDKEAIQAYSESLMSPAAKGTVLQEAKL
CDK5 inh = inhibitors of human CDK5/p35 kinase; Q00535+Q15078; Recombinant CDK5/p35, ADP-Glo luminescence, 60 min; inhibition, % at 10 µM; 330,000 tested, 0.01% active;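 active = highest replicate inhibition of at least 50% and at least 75% of replicates reaching 50%; inconclusive = only one of the two criteria met; inactive = both criteria failed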;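 also: plate controls were DMSO neutral control for no effect and GW8510 at 10 µM for full effect; many of its hits are not listed in these tables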
NSD2 HMT inh = inhibitors of human histone methyltransferase NSD2. O96028. NSD2 peptide methylation, AlphaScreen, 120 min. inhibition, % at 12.5 µM. 310,000 tested, 0.54% active. AID 743445; in the data active = inhibition above about 50%
HTR5A inv ag = HTR5A inverse agonism, opioid heterodimer counter-screen. HTR5A cell line, luminescence. AID 504634. P47898. 340,000 tested, 0.083% active. inhibition, % at 9.3 µM; in the data active = inhibition mostly above about 23%, no sharp cut-off; inactive = mostly below about 18%;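 also: 0% = cells with DMSO and 100% = no-cell wells with DMSO; some compounds called inactive have numbers as strong as hits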
MITF act = activators of MITF-driven TRPM1 promoter activity in SK-MEL-5 cells; activation, % at 12.5 µM; 300,000 tested, 0.75% active; SK-MEL-5 TRPM1-promoter luciferase, 24 h; % of positive control, neutral wells = 0;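 active = mean activation of at least 80% with every replicate also reaching 80%; inconclusive = mean reaches 80% but some replicate falls short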;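 also: 0% = neutral control wells and 100% = parthenolide positive control wells; values of inactives mirror those of a sister screen read the other way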
Wnt act = activators of Wnt/beta-catenin signaling; Wnt/beta-catenin reporter cell assay, activator, plate reader; activation, % at 9.35 µM; 300,000 tested, 1.2% active; AID 743398; in the data active = activation above about 30%, passing the limit was not always enough; inconclusive = no clear call, values can overlap the other calls;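 also: 0% = neutral control wells and 100% = positive control wells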
The depositor's hits bear a star; ? = inconclusive; . = not tested or not shown; & = joins results of further samples.

entry	mol	PvdQ inh	V-ATPase pHluor	HTR5A ag ctr	dFosB activator	SR-BI HDL uptake	CDK5 inh	NSD2 HMT inh	HTR5A inv ag	MITF act	Wnt act
1	CN(C)c1ccc(-c2nn3c(-c4ccc(Cl)cc4)nnc3s2)cc1	-1	-1	0	-5	9	-1.4	-3	13	.	.
2	Cc1cccc(Nc2nc(-c3cccs3)cs2)n1	11	-2	4	7	52	1.0	1	-13	32	6
3	CCCCNC(=O)COC(=O)c1ccc(Cl)c(S(=O)(=O)N2CCCC2)c1	-5	-1	-2	-5	-13	-2.1	-1	-7	3	-6
4	CCOc1ccc(NS(=O)(=O)c2ccc3ncsc3c2)cc1	-18	3	-3	-3	-12	0.4	0	-10	2	-11
5	CNC(=S)NNC(=O)Cc1ccc(O)cc1	11	-8	-1	0	12	0.0	-1	-11	-13	.
6	Cc1cc(C)c2c(=O)n(CC(=O)Nc3ccc(Cl)cc3)sc2n1	0	-1	-1	0	.	6.8	12	-7	-9	-1
7	Nc1nc(Cl)nc2c1ncn2[C@@H]1O[C@H](CO)[C@@H](O)[C@H]1O	13	2	2	-1	-3	-0.1	.	-8	-6	-1&-1
8	Cc1cccc(COC(=O)CCCNC(=O)c2ccc(Cl)cc2)c1	0	-2	2	-6	-9	0.7	-2	-4	6	1
9	COc1ccc(NC(=O)COc2cccc3c2OC(C)(C)C3)cc1OC	-9	2	26*	0	55	-0.7	-2	-67	-4	-2
10	CCOc1ccc(S(=O)(=O)NCCC(=O)NC2CCC(C)CC2)cc1 (stereo not given)	-11	1	7	-4	-8	-0.8	1	-25	-6	-3
11	O=C1c2cc([N+](=O)[O-])ccc2-c2ncccc21	-7	0	-1	-2	11	-0.2	6	-4	-20	1
12	O=C(NNC(=O)c1ccc(=O)[nH]c1)c1ccc(NS(=O)(=O)c2cccs2)cc1	3	2	-2	1	0	0.1	-1	5	10	-1
13	CCS(=O)(=O)NCCc1csc(-c2ccc(OC)c(OC)c2)n1	-13	5	4	2	-6	2.9	-1	-12	4	1
14	Cc1cccnc1NC(=O)Nc1ccc(F)cc1	-3	-2	2	8	2	-0.1	0	-5	40	0
15	Cc1ccc(-n2cnnn2)c(S(=O)(=O)N2CCOCC2)c1	-6	3	-2	5	-19	0.9	32	19	0	-7
16	OC1CCN(Cc2cccc(Oc3ccccc3)c2)CC1	-10	5	0	-3	-26	-0.7	1	17	5	-3
17	CNc1ccc(OC(F)F)cc1C(=O)c1ccccc1	-18	5	-2	-5	63	-2.2	9	6	3	-1
18	Cc1ccc(-c2csc3nc[nH]c(=S)c23)cc1	-19	3	0	0	19	0.3	2	21	1	-3
19	Cc1ccccc1C(=O)NC(C(N)=O)P(=O)(OC(C)C)OC(C)C (stereo not given)	-9	-2	0	7	-14	0.5	-3	0	-2	-2
20	COCCNC(=O)c1onc(CSc2ccccc2)c1C(=O)O	-13	-5	5	2	-17	0.9	.	-14	6	-1
21	C[n+]1cc[nH]c1SCC(=O)c1ccc(Cl)cc1	-8	7.5*	3	-4	-18	-7.4	-2	-24	32	5
22	COc1ccc2cc3cc(C(=O)Nc4ccc5c(c4)OCCO5)oc3nc2c1	-9	-3	25*	6	-2	-1.7	-3	-21	13	.
23	COc1ccc(C(=O)NCC(=O)OCC(=O)N2CCc3ccccc32)cc1	-10	1	-1	-2	9	-0.7	0	1	3	-1
24	Cc1ccc(C(=O)NCC(=O)O)cc1S(=O)(=O)N1CCCCC1	-9	1	0	0	15	0.6	-1	20	.	7
25	CC(C)CCn1cnc2c(sc3nc4c(cc32)CSC(C)(C)C4)c1=O	8	-1	-2	-7	-32	.	2	10	85*	-2
26	CC(C)c1ccccc1OCC(O)CN(CC(O)COc1cccc2ccccc12)C(C)C (stereo not given)	-11	3	16	?	25	0.0	.	-43	-11	-6
27	CN1C(C(=O)NCc2ccco2)CC2Cn3c(nc4cc(Cl)c(Cl)cc43)C21 (stereo not given)	-1	-1	1	1	-5	2.4	.	-3	3	-1
28	Cc1ccc(NC(=O)c2ccc(C)cc2)cc1	-9	-3	3	5	25	1.4	.	6	26	26
29	CC(=O)N1CCN(c2ccc(NC(=O)c3ccc(Br)o3)cc2Cl)CC1	-2	-1	4	-7	.	-4.7	0	22	-14	1
30	O=C(Nn1c(SCc2cccc([N+](=O)[O-])c2)nc2ccccc2c1=O)c1ccccc1	-9	-4	3	-5	-13	0.2	-4	-32	25	43*
31	COc1ccc(CNC(=O)C2CCN(S(=O)(=O)c3cc(OC)ccc3OC)CC2)cc1	2	2	-2	0	29	-1.0	2	-12	-5	.
32	COCCCNC(=O)CC(NS(=O)(=O)c1ccc(Cl)cc1)c1ccc(OC)cc1 (stereo not given)	1	3	6	-4	10	10	-3	-15	6	.
33	O=C(NCC1CCCO1)c1ccc2nc(N3CCCCC3)sc2c1 (stereo not given)	-12	1	4	-2	.	-1.9	.	-12	49	30
34	CC(=O)Nc1ccc2c(c1)C(=O)N(c1cccc3ccccc13)C2=O	8	3	-3	-4	27	0.1	1	4	-1	1
35	COC(=O)c1c(NC(=S)NNS(=O)(=O)c2ccc(OC)cc2OC)sc2c1CCCCCC2	-18	2	-3	-9	20	-1.4	-1	-2	-4	0
36	COc1ccc(CCNC(=O)C(=O)Nc2ccc3c(c2)OCO3)cc1OC	-4	1	-2	-2	9	-0.7	-1	4	1	1
37	CN1C(=O)Cc2cc(S(=O)(=O)N3CCN(c4ccccc4F)CC3)ccc21	-12	5	-1	-11	-20	1.8	4	21	-7	-2
38	CN1C(=O)C(C)(C)c2cc(S(=O)(=O)N3CCCC(C(=O)NCc4ccc(F)cc4)C3)ccc21 (stereo not given)	-17	5	5	1	-2	-1.3	.	-15	-4	-11
39	O=C(CC(=O)c1ccccc1)Nc1ccc2c(c1)OCCO2	-20	4	6	-3	-5	-4.7	0	6	75	.
40	O=C(c1ccc2nc(Cc3ccccc3F)oc2c1)N1CC[C@H](O)C1	-18	-1	2	-7	-1	-0.3	0	5	23	8
41	CCCn1nc(NS(C)(=O)=O)c2cc3cccc(C)c3nc21	-14	-2	2	-4	-33	-0.4	5	5	.	.
42	CCOC(=O)CC(NC(=O)C1c2ccccc2Oc2ccccc21)c1ccc(C)cc1 (stereo not given)	-15	3	2	-3	-19	0.4	0	-4	2	1
43	Cc1cccc(N2CCN(C(=O)Cc3c(C(=O)O)[nH]c4ccc(Cl)cc34)CC2)c1C	-11	4	-3	-7	0	-2.3	4	10	-2	.
44	O=C1CN(S(=O)(=O)c2cccc(Cl)c2Cl)CCN1	-11	5	5	4	-7	1.2	-2	-3	11	1
45	O=C(CSc1nnc(-c2cccnc2)n1Cc1ccco1)N1CCc2ccccc21	-13	-3	1	2	3	0.5	-1	-44	.	.
46	CC(C)C[C@H](NC(=O)[C@@H]1O[C@H]1C(=O)O)C(=O)NCCCCN=C(N)N	-1	1	-1	7	-11	0.4	.	-4	8	-1
47	N#Cc1ccccc1NC(=O)COc1ccccc1C(=O)Nc1ccccc1	7	2	4	-8	18	-0.1	-2	3	-11	0
48	O=C1NC(c2ccc(-c3ccccc3[N+](=O)[O-])o2)C(C(=O)c2ccccc2)C(O)(C(F)(F)F)N1 (stereo not given)	-2	-4	3	-9	-1	0.6	10	-15	-5	9
49	Cc1occc1-c1nnc(SCC(=O)N2CCCCC2)n1C	4	-3	4	-1	-20	-0.9	-1	-12	7	-1
50	COc1ccc(S(=O)(=O)NCCSC(C)(C)C)cc1Cl	2	5	-3	-10	10	0.4	-4	-11	3	.

Next records.
entry	mol	PvdQ inh	V-ATPase pHluor	HTR5A ag ctr	dFosB activator	SR-BI HDL uptake	CDK5 inh	NSD2 HMT inh	HTR5A inv ag	MITF act	Wnt act
51	Cc1nc(NC(=O)c2ccc(F)cc2)sc1C(=O)Nc1ccc2c(c1)CCC2	2	-2	3	-5	60	0.6	.	-5	9	12
52	COc1cc(C(=O)OCC(=O)Nc2c(C)n(C)n(-c3ccccc3)c2=O)c([N+](=O)[O-])cc1OC	-2	-4	-2	2	3	-0.6	2	-9	-1	-3
53	COc1cc2c(C#CCCO)c(-c3ccsc3)oc(=O)c2cc1OC	-9	0	4	7	34	-0.5	.	-11	-18	3
54	COCCN(C(=O)C1CCC1)c1nnc(-c2cccnc2)s1	1	3	3	-5	0	-1.7	-4	4	-9	-4
55	Cc1ccc(S(=O)(=O)N(C)CCCC(=O)Nc2ccccn2)cc1	-7	0	4	-8	-13	-0.8	-6	-10	-9	3
56	O=C(OCCOc1cccc(Cl)c1)c1cc(S(=O)(=O)N2CCOCC2)ccc1F	-13	-3	5	3	28	-0.2	0	-13	4	-4
57	CCOC(=O)c1c(C)n(-c2ccc(C)cc2)c2ccc(O)c(CN(C)C)c12	-22	-1	0	-4	55	-0.3	16	-5	-11	-3
58	CCc1ccc(N2CC(C(=O)Nc3cccnc3)CC2=O)cc1 (stereo not given)	-7	3	-4	-2	-14	0.0	-1	13	-10	.
59	CC(OC(=O)CCSc1ccccc1)C(=O)Nc1ccc(S(N)(=O)=O)cc1 (stereo not given)	-5	-6	2	1	-6	-1.9	21	-7	-8	0
60	COc1ccc(-c2noc(CN(C)C(=O)c3ccoc3C)n2)cc1OC	13	1	-2	-6	.	-0.1	-1	5	-11	-1
61	Cc1cccc2c1-c1sc(C(=O)Nc3ccccc3N3CCN(C)CC3)cc1CO2	-3	1	-2	26*	0	0.2	-8	5	3	-1
62	COc1ccc(-c2nc(C#N)c(NC(C)c3ccccc3)o2)cc1OC (stereo not given)	-16	-1	2	8	38	2.4	9	4	6	.
63	CCN(C(=O)CSc1nnnn1-c1ccccc1)C1CCS(=O)(=O)C1 (stereo not given)	-11	0	4	6	-11	-0.7	.	-10	-12	0
64	CN(C(=O)c1cccc(Cl)c1)C1CCCN(Cc2ccccc2F)C1 (stereo not given)	-14	0	-2	-16	-14	0.6	1	7	-5	-1
65	O=C(N/N=C/c1ccc2c(c1)OCO2)c1cccs1	6	0	-3	1	-2	2.2	0	7	27	-4
66	CC(OC(=O)c1ccco1)C(=O)NCc1ccc2c(c1)OCO2 (stereo not given)	-5	-2	3	-1	-5	0.1	1	-6	8	3
67	CCC(Sc1ncnc2c1c(-c1ccccc1)cn2-c1ccc(OC)cc1)C(=O)OC (stereo not given)	-17	0	-3	-1	39	0.1	-1	7	0	0
68	Cc1ccc(Nc2nc3ccc(Cl)cc3n3cnnc23)cc1F	11	-4	1	-4	39	3.3	0	-4	21	0
69	Cc1cccc(-n2c(-c3ccc(Br)o3)n[nH]c2=S)c1	3	0	-1	-3	-6	1.0	-1	19	.	3
70	CCN(CC)CCNC(=O)c1ccc(NC(=O)c2ccc3c(c2)CCC3)cc1	-15	-2	-4	-25	.	0.4	11	13	68	-1
71	COC(=O)c1ccc(CSCC(=O)Nc2cc(OC)cc(OC)c2)o1	-22	2	-1	5	-2	-6.3	-1	17	-5	-3
72	COc1cccc(N(C(=O)c2cnccn2)C(C(=O)NC2CCCCC2)c2ccc(Cl)cc2)c1 (stereo not given)	9	-3	0	-12	-15	.	-3	-19	6	2
